UDG counter – UDG inhibition counter-screen; Potency, µM (top dose mostly 115 µM), inactives show at the top dose activity change, negative = inhibition, usual class: inhibitors; actives 0.14% (n = 91,000); FRET deamination/UDG coupled assay, UDG read, 4 h; further: nearly all actives have a fitted effect of over 65% in size
AID inhibitor – blocks human AID cytidine deaminase activity. Q9GZX7. AID deamination FRET fluorescence, UDG-coupled, 4 h. Potency, µM (series often up to 115 µM), for the others: top-dose activity change, negative = inhibition, actives largely listed as inhibitors. actives 0.32% (n = 91,000). AID 1347428; further: nearly all actives have a fitted effect of over 25% in size
Target sequence (Q9GZX7 whole entry, looked up): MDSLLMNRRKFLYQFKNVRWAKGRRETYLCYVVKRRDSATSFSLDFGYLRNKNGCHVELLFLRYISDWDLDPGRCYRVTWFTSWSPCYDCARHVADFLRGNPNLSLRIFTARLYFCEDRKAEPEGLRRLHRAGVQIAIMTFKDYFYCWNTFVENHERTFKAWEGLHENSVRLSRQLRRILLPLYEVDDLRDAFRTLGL
* = called active by the depositor; ? = inconclusive; [ ] = remark or other dose. The call rests on the fitted dose curve; in most records, active means well fitted curve in the direction sought with a large enough effect; inconclusive means small, poorly fitted or top-dose-only effect, or another doubt; inactive means no such curve, though single readings can be large; an effect the other way counts as inactive or inconclusive. On the % scale 0 is the no-effect control and ±100 the full control effect; potency means the concentration at half of the fitted maximal effect.

SMILES | UDG counter | AID inhibitor
CC(C)(C)c1cc(Cc2cc(C(C)(C)C)c(O)c(C(C)(C)C)c2)cc(C(C)(C)C)c1O | 6.3% | 66.2%[activator]
C=C(Cl)COC(=O)c1ccc2[nH]c(C)c(C)c2c1 | -8.4% | -3.8%
CCCSc1ncc(Cl)c(C(=O)N(Cc2ccc(Cl)cc2)Cc2ccco2)n1 | -4.1% | ?
CN1CCN(c2ccc(NC(=O)c3ccccc3Cl)nc2)CC1 | -2.8% | 3.2%
CN(C)C1(CNC(=O)c2ccc(NC(=O)c3ccco3)cc2)CCCCC1 | -0.7% | 1.3%
COc1ccc(CCNC(=O)CCc2c(C)nc3nc(C)nn3c2C)cc1OC | 0.2% | 4.9%
Cc1ccc(Nc2c3c(nc4ccccc24)CCC3)cc1 | -0.7% | -5.6%
Cc1ccc(NC(=O)N2CCc3c([nH]c4ccccc34)C2c2ccccc2F)c(Cl)c1 (centres undefined) | -1.2% | 1.1%
COc1ccc(-c2nc3cc(C)ccn3c2NC(=O)c2cccc(F)c2)cc1 | -5.4% | 21.3%
COc1ccc(NC(=O)CSC2=Nc3ccccc3C3=NC(CCC(=O)NCc4ccco4)C(=O)N23)cc1 (centres undefined) | 0.0% | -2.7%
O=[N+]([O-])c1ccc(/C=C2/CCCC3C2=NN(c2ccc([N+](=O)[O-])cc2)C3c2ccc([N+](=O)[O-])cc2)cc1 (centres undefined) | -12.6% | 1.9%
Cc1cc(-c2ccccc2)nc(Nc2nc(C)c3ccccc3n2)n1 | -3.5% | 1.5%
CCCSc1nnc2c(n1)OC(c1cccs1)Nc1ccc(Br)cc1-2 (centres undefined) | 3.3%[57.5 µM] | 37.7%[activator][57.5 µM]
Cc1ccc(Cl)cc1NC(=O)NC1(c2ccccc2)CCC1 | -0.5% | -8.5%
Cc1ccc(Nc2nc(-c3sc(C)nc3C)cs2)cc1 | ? | -23.4%
CCc1ccccc1NC(=O)CSc1nnc(COc2ccccc2Cl)o1 | -4.2%[57.5 µM] | -4.2%[57.5 µM]
CCN(C(=O)c1ccc(C(=O)N(CC)c2ccccc2C)cc1)c1ccccc1C | -28.5% | 67.9%
O=C(NCCn1cc(SCc2ccccc2F)c2ccccc21)c1cccs1 | -18.9% | ?
Cc1ccc2nc(C)cc(C(=O)O)c2c1 | 3.5% | 5.4%
CCCN(c1ccc(C(C)C)cc1)S(=O)(=O)c1ccc2c(c1)CCN2C(=O)CC | -21.6% | 4.3%
Cc1cccc(Cc2c(C)nc(Nc3nc(C)c4cc(C)ccc4n3)[nH]c2=O)c1 | -3.5% | 2.0%
CCOc1cc(C(=O)Oc2ccccc2OC)cc(Br)c1OC | -1.3% | 1.3%
COc1ccc(OC(=O)c2ccc(OC)c(Br)c2)cc1 | -5.9% | -11.7%
CC1=C(c2ccc(C)cc2)S(=O)(=O)NC1=NCCCN1CCN(c2ccccc2F)CC1 | 2.7% | 2.9%
Cc1cc(C(=O)Nc2cccc(F)c2)c2c(C)nn(-c3cccc(Cl)c3C)c2n1 | -0.5% | -11.1%
CC(C)NC(=O)CSc1ccccc1C(=O)Nc1ccccc1C(=O)NC1CC1 | -3.1% | 3.2%
COc1ccccc1CCNC(=O)c1ccc2c(c1)c(C)c(C)n2Cc1ccc(Cl)cc1 | 27.7% | -20.5%
Cc1ccc(CNC(=O)c2c(-c3ccccc3F)noc2C)o1 | -2.7% | 8.8%
CCC(CNC(=O)c1ccc(C(=O)OC)cc1)c1ccccc1 (centres undefined) | -4.2% | -7.0%
CCCCc1ccc(NC(=O)C2(C)Cc3ccccc3C(=O)O2)cc1 (centres undefined) | -0.8% | 8.6%
COC(=O)c1cc(OC(=O)CCc2ccc(OC)c(Br)c2)cc(C(=O)OC)c1 | 8.1% | -3.5%
Cc1noc(C)c1S(=O)(=O)N(C)CC(=O)Nc1ccc(C(C)(C)C)cc1 | -9.0% | -10.2%
O=C(CN1CCCN(S(=O)(=O)c2ccc(Br)cc2)CC1)Nc1cccc(C(F)(F)F)c1 | -11.3%[57.5 µM] | -20.8%[57.5 µM]
BrCCC1CCCCN1 (centres undefined) | 5.8% | 27.2%
CCC(C)C(=O)OC(C(=O)NC(N)=O)C(C)C (centres undefined) | -4.3% | -4.7%
COc1ccc(NC(=O)Nc2nnc(N3CCCCCC3)s2)c(OC)c1 | 3.4% | -2.5%
CNC(NC(=O)c1ccc(F)cc1)C(Cl)(Cl)Cl (centres undefined) | 4.4% | -1.5%
O=c1nc2n(-c3ccccc3F)c3ccccc3cc-2c(=O)[nH]1 | 4.0% | 27.8%
Cc1noc(/C=C/c2ccccc2F)c1S(=O)(=O)N1CCC(C(=O)N(C)Cc2ccco2)CC1 | -7.5% | ?
CC(OC(=O)c1ccc(CS(C)(=O)=O)cc1)C(=O)c1ccc(Cl)cc1 (centres undefined) | -1.4% | 7.4%
O=C(NCCC1=CCCCC1)c1ccc2c(c1)N(Cc1cccc(Cl)c1)C(=O)c1ccccc1S2=O (centres undefined) | -2.2%[57.5 µM] | -2.9%
CN(Cc1ccccc1)C(=O)Cn1ncc2c3ccccc3n(Cc3cccc(Cl)c3)c2c1=O | -1.2% | -8.5%
CC1=C(C(=O)OC2CCCC2)C(c2c(Cl)cccc2Cl)CC(=O)N1 (centres undefined) | -3.8% | -20.7%
Cc1ccccc1NC(=O)c1ccc2c(Cl)c3c(nc2c1)CCCC3 | -3.3% | -18.0%
CCc1ccccc1NC(=O)CCNS(=O)(=O)c1ccc2c(c1)CCN2C(=O)C1CC1 | -11.9% | 8.7%
COc1ccc(OC)c(CNC(=O)C2CCN(c3ncnc4c3nc3n4CCCCC3)CC2)c1 | -6.9% | -17.8%
Cc1ccc2c(c1)sc1nc(=O)n(-c3ccc(Cl)c(Cl)c3)c(=O)n12 | -5.3% | 13.5%
O=C(Nc1cccc(Cl)c1Cl)c1cc(S(=O)(=O)NCc2ccc3c(c2)OCO3)ccc1F | -2.3% | 6.6%
O=C(c1ccc(F)cc1)N(Cc1ccco1)C1CC1 | 6.1% | 11.2%
Cc1ccc(S(=O)(=O)Oc2ccc3c(C)cc(=O)oc3c2)cc1C | -16.5% | -19.2%
O=C(O)C1CCCN(CCC=C(c2ccccc2)c2ccccc2)C1 (centres undefined) | -14.7% | -0.8%
CN(C)c1cccc(C(=O)N/N=C/c2ccc(Cl)s2)c1 | -3.3% | 2.5%
O=C(CCc1cccnc1)NCC12CC3CC(CC(C3)C1)C2 | 14.3% | 0.0%
CCC(=O)Nc1ccc2c(c1)nc(Cn1cccn1)n2CC(C)C | 36.3%[activator] | -8.1%
Cc1ccc(NC(=O)C2CC3CCC2C3)c(C)c1 (centres undefined) | -10.0% | -3.1%
CCC(=O)C1=C(c2ccc3c(c2)CCCC3)N(C(=O)CC)n2cnnc2S1 | 23.8% | 23.8%
COc1ccc(CN(CCC(c2ccc3c(c2)OCO3)c2ccccc2OC)C(C)=O)cc1 (centres undefined) | -18.7% | ?
O=C(Oc1ccc(-c2ccccc2)cc1)C(c1ccccc1)c1ccccc1 | -0.2% | -4.1%
COc1ccc(-n2c(SCC(=O)c3ccccc3)nc3c([nH]c4ccccc43)c2=O)cc1 | -0.1% | 8.7%
COc1ccc(OC)c(Nc2nc3ccccc3n3c(C)nnc23)c1 | 2.1% | -16.7%

Additional entries:
SMILES | UDG counter | AID inhibitor
COc1ccc(N(C(=O)COc2ccccc2OC)S(=O)(=O)c2ccc(Cl)cc2)cc1 | ? | 8.3%
Cc1ccc(Cn2cc(CCC(=O)NC3CCCCC3)c3ccccc32)cc1 | 5.3% | 291.7%[activator]
CCNCc1ccc(-c2ccc(C(=O)OC)cc2)o1 | 9.8% | -2.9%
COC(=O)c1c(NC(=O)CSc2nc3ccc(C)cc3[nH]2)sc2c1CCC2 | 5.8% | -7.9%
N#Cc1ccccc1COC(=O)c1ccc(-c2ccc(C=O)o2)cc1 | 9.6% | -3.9%
Cc1cc(=O)n2c(n1)NC(Nc1ccc(F)cc1)=NC2c1ccco1 (centres undefined) | -2.2% | 2.7%
COc1ccc(N2CC3=C(C2=O)C(c2ccc(Br)cc2)NC(=O)N3C)cc1 (centres undefined) | -3.4% | ?
CCOC(=O)c1ccc(N2C(=O)c3n[nH]c(C)c3C2c2ccc(C(C)(C)C)cc2)cc1 (centres undefined) | 9.1% | 45.2%[activator]
CCONC(=O)c1cccc(NC(=O)c2cccs2)c1 | -4.6% | -4.8%
COc1ccc(-c2coc3cc(OCC(=O)NCc4ccccc4Cl)ccc3c2=O)cc1OC | 4.0% | -10.4%
Cc1nnc(Cn2c(=O)c(C#N)cn(C3CC3)c2=O)o1 | 5.7% | 8.0%
CC(C)(C)c1ccc(C(=O)N(Cc2ccc(F)cc2)Cc2ccco2)cc1 | -6.4%[57.5 µM] | ?
Cc1ccc(Cl)cc1NC(=O)NCc1cccn1Cc1ccc(F)cc1 | 2.6% | 1.9%
c1ccc2cc(OCCSc3ccc4ccccc4n3)ccc2c1 | 1.2% | -1.2%
CCCCC12CN3CC(C)(CN(C1)C3c1c(C)[nH]c(=O)[nH]c1=O)C2=O (centres undefined) | ? | ?
O=C(O)Cn1cc(C(C(=O)O)N2CCN(Cc3ccncc3)CC2)c2cc(Br)ccc21 (centres undefined) | 11.1% | 1.3%
CCOC(=O)C1=C(C)N(C2CC2)C(=O)NC1c1ccccc1OC(F)F (centres undefined) | -7.3% | -4.1%
Cc1cc(C)nc(NS(=O)(=O)c2ccc(NC(=O)COc3ccc(Cl)cc3C)cc2)n1 | -27.9% | -14.7%
CCNC(=O)NC(=O)COC(=O)c1csc(NCc2ccccc2)n1 | -0.8% | 3.3%
Cc1cccc(NC(=O)c2cccc3ncccc23)n1 | -4.3% | 34.7%[activator]

Another view of some results above.
The line under a structure holds: UDG counter	AID inhibitor
- Cc1ccc(Cn2cc(CCC(=O)NC3CCCCC3)c3ccccc32)cc1
    5.3%	291.7%[activator]
- CCNCc1ccc(-c2ccc(C(=O)OC)cc2)o1
    9.8%	-2.9%
- COC(=O)c1c(NC(=O)CSc2nc3ccc(C)cc3[nH]2)sc2c1CCC2
    5.8%	-7.9%

New compounds follow.
SMILES | UDG counter | AID inhibitor
CCOC(=O)c1ccc(NC(=O)c2ccc(-c3cccc(Cl)c3C)o2)cc1 | -13.6% | -27.5%
COc1ccc(N2CCN(S(=O)(=O)c3c(C)[nH]c(=O)[nH]c3=O)CC2)cc1 | -1.2% | 4.6%
CC(=O)NC(C)c1cccc([N+](=O)[O-])c1 (centres undefined) | -6.4% | -3.9%
Cc1ccn2c(=O)c(NC(=O)c3cccc([N+](=O)[O-])c3C)c(C)nc2c1 | 0.0% | 6.1%
COc1ccc(CN(C(=O)Cc2cccc(C(F)(F)F)c2)C2CC2)cc1 | -10.2% | -11.2%
CC(C)CNc1oc(-c2ccc(S(=O)(=O)N(C)C)cc2)nc1C#N | 4.6% | -4.7%
O=C(C[N+]1(CC#Cc2ccccc2)CCOCC1)c1ccc(Cl)cc1 | -7.9% | -7.0%
O=C(COc1ccccc1)Nc1sc2c(c1C(=O)Nc1ccccc1)CCCCC2 | 4.9% | 60.7%[activator]
CCCCNC(=O)C1CCN(S(=O)(=O)c2cc(Br)cc3c2N(C(=O)CC)CC3)CC1 | -0.7%[57.5 µM] | -12.1%
CCOc1ccc(NC(=O)CSc2ccc3ccccc3n2)cc1 | 2.3% | 5.0%
COc1ccc(NC(=O)Cc2ccccc2)c2cccnc12 | 5.2% | 33.9%[activator]
Brc1ccc(C2=NOC(c3cccs3)C2)cc1 (centres undefined) | 4.3% | -1.3%
Cc1cc(C(=O)NC(C)c2ccc(C(F)(F)F)cc2)c(C)o1 (centres undefined) | 9.9% | -5.8%
COc1cc2c(cc1NC(=O)Cc1ccccc1C)oc1ccccc12 | -5.1% | -6.0%
COc1ccc2cc(C(=O)N3CCN(S(=O)(=O)c4ccc(C)cc4C)CC3)c(C)nc2c1 | -16.6% | -13.8%
COc1ccccc1C(=O)Oc1ccc(Cl)cc1C(=O)/C=C/c1ccc(F)cc1 | -12.2% | -19.5%
CCCCNc1nc2c(c(=O)[nH]c(=O)n2C)n1CC(O)COC(C)C (centres undefined) | -7.3% | 4.8%
COc1ccccc1CNC(=O)C1(c2cccs2)CCOCC1 | 9.0% | 3.5%
Cc1nc(N2CCOCC2)c2c(C(=O)NCc3cccc(Cl)c3)c(C)oc2n1 | 5.4% | -8.7%
CCOC(=O)C1C(=O)C=C(c2ccc(F)cc2)CC1c1ccc(CC)cc1 (centres undefined) | -6.6% | -11.4%
COc1ccc(S(=O)(=O)N2CCn3cccc3C2c2cccs2)cc1C (centres undefined) | 11.1% | -11.1%
COc1cc(NC(=O)C(C)Sc2ncnc3nc[nH]c23)cc(OC)c1OC (centres undefined) | 20.9% | -5.2%
CCOC(=O)c1c(C)n(-c2ccccc2)c2ccc(OC(=O)c3ccc(OCC)c(OCC)c3)cc12 | -8.2% | -2.9%
Cc1nnc(N2CCC(C(=O)NCc3ccc(F)cc3)CC2)c2nn(-c3ccc(Cl)cc3)c(C)c12 | 7.8% | 26.5%
CCCCC(CC)CNC(=O)c1ccc(Cn2c(=O)[nH]c3cc(OC)c(OC)cc3c2=O)cc1 (centres undefined) | 3.8% | 7.4%
N/C(=N\c1ncccn1)Nc1ccccc1 | -4.5% | -0.8%
CCCCC1=NN(C(=O)c2ccncc2)C(O)(C(F)(F)F)C1 (centres undefined) | -1.6% | -3.0%

Grouped by structure, those above with a CF3 group
SMILES | UDG counter | AID inhibitor
O=C(CN1CCCN(S(=O)(=O)c2ccc(Br)cc2)CC1)Nc1cccc(C(F)(F)F)c1 | -11.3%[57.5 µM] | -20.8%[57.5 µM]
COc1ccc(CN(C(=O)Cc2cccc(C(F)(F)F)c2)C2CC2)cc1 | -10.2% | -11.2%
Cc1cc(C(=O)NC(C)c2ccc(C(F)(F)F)cc2)c(C)o1 (centres undefined) | 9.9% | -5.8%
CCCCC1=NN(C(=O)c2ccncc2)C(O)(C(F)(F)F)C1 (centres undefined) | -1.6% | -3.0%

A portion of the library. The share of hits here may be higher or lower than overall.
